Screens as filed in PubChem BioAssay.
HEK293 cAMP ctrl = parental HEK293 cAMP activation (counter-screen); actives 2.5% (n = 73,000); Potency, µM (series often up to 57.1 µM), inactives show top-dose activation, most hits filed as activators; parental HEK293 CNG cAMP sensor, membrane potential fluorescence; note: potency is the fitted concentration of half-maximal effect; % of control where 0% means no effect; nearly all actives have a fitted effect of over 55% in size
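Parental HEK 293 cells stably expressing a modified CNG channel (no TSHR) report cAMP rise as membrane depolarization. Membrane potential dye with 100 uM RO 20-1724 was loaded for 60 min at room temperature, then compound added for 30 min; fluorescence read at 590 nm.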
ERK AVP block = blocks ERK signaling stimulated by vasopressin; HEK293-V1b, vasopressin-stimulated pERK AlphaScreen; Potency, µM (titrated, usually from 57.5 µM), for the others: at the highest dose activity, negative = inhibition, hits mostly inhibitors; actives 0.99% (n = 72,000); AID 995; note: potency is the fitted concentration of half-maximal effect; % is set by controls: 0 for no effect and ±100 for the full control effect; nearly all actives have a fitted effect of over 55% in size
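HEK293 cells stably expressing V1b receptor, seeded overnight in 1% FBS, were treated with compounds for 30 min at 37C, then stimulated 5 min with 25 nM vasopressin; phospho-ERK read by AlphaScreen SureFire after lysis.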
Texas Red fluor = compounds fluorescent in Texas Red spectral region; Compound fluorescence, Texas Red channel, 547/618 nm; hits give high values; max dye-equivalent concentration, M; actives 0.06% (n = 59,000); in the data active = max dye-equivalent concentration above about 10 nM; inconclusive = between about 1.1 nM and that limit
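Texas Red-region profiling: compounds in 100 mM Tris pH 8.0 were read at 547/618 nm after 15 min at room temperature. Intensities were normalized against a six-point Texas Red standard series to give dye-equivalent concentration.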
4MU fluor = 4-MU region autofluorescence | compound autofluorescence, 340/450 nm, 4-MU equivalents; hits give high values | max dye-equivalent concentration, M | actives 11% (n = 59,000); in the data active = max dye-equivalent concentration above about 10 nM; inconclusive = mostly about 1.1 nM to 9.6 nM
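Compounds in 100 mM Tris, pH 8.0, incubated 15 min at room temperature, then fluorescence read at 340 nm excitation/450 nm emission. Signal converted to 4-MU dye-equivalent concentration using an on-plate six-point 4-MU standard curve.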
FLuc inh = blocks Photinus pyralis firefly luciferase activity | Potency, µM (doses to about 57.1 µM), without a hit: at the top dose activity change, negative = inhibition, actives largely listed as inhibitors | P08659 | purified firefly luciferase, luminescence, 8 min | actives 2.2% (n = 72,000); note: potency is the fitted concentration of half-maximal effect; % is set by controls: 0 for no effect and ±100 for the full control effect; nearly all actives have a fitted effect of over 40% in size
Target sequence (P08659 whole entry, looked up): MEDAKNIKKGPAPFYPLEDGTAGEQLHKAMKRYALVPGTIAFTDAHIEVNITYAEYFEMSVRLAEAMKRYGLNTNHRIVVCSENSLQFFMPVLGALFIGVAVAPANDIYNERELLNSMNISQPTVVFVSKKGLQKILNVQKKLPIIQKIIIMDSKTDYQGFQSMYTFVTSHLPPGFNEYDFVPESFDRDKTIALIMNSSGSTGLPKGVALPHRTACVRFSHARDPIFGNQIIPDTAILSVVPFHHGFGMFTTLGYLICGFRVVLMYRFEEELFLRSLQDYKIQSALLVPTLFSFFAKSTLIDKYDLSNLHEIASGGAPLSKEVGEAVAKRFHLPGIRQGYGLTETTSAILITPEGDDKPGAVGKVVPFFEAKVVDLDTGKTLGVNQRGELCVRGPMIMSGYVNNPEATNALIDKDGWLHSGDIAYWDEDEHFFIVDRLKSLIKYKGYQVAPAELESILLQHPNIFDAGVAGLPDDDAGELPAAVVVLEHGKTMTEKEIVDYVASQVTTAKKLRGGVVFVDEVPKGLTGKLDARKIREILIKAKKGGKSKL
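qHTS concentration-response profiling: light output of P. pyralis luciferase with luciferin and 10 uM ATP, imidazole buffer pH 7.2. Read by luminescence after 8-min room-temperature incubation.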
Tau filament bind = tau filament binding | recombinant tau filaments, thioflavin S fluorescence, 15 h; filaments grown with octadecylsulfate alongside compound | P10636 | Potency, µM (doses to about 57.1 µM), for the others: at the highest dose activity change, negative = inhibition | actives 2% (n = 71,000);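 note: potency is the fitted concentration of half-maximal effect; % is set by controls: 0 for no effect and ±100 for the full control effect; actives lower thioflavin S fluorescence by blocking filaments or displacing dye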
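Read-out: ThS fluorescence, 450 nm excitation/510 nm emission; lower signal marks blocked filament formation or displaced dye. Tau at 1 uM with 30 uM ODS, 10 uM ThS, 5 mM DTT, 100 mM NaCl, 10 mM HEPES pH 7.4; 15 h, 37 C.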
Casp7 inh = caspase-7 (human) inhibition, allosteric or competitive; P55210; recombinant caspase-7, Ac-DEVD-AFC fluorescence rate; Potency, µM (series often up to 57.5 µM), for the others: top-dose activity change, negative = inhibition, most hits filed as inhibitors; AID 889; actives 0.02% (n = 75,000); active = well fitted inhibition curve with a large enough effect in the main read-out, with a control signal flat, not every such curve was filed as active; inconclusive = small, poorly fitted or top-dose-only effect, or a change in a side signal; note: potency is the fitted concentration of half-maximal effect; % of control where 0% means no effect
Target sequence (P55210 24-198 limits assumed): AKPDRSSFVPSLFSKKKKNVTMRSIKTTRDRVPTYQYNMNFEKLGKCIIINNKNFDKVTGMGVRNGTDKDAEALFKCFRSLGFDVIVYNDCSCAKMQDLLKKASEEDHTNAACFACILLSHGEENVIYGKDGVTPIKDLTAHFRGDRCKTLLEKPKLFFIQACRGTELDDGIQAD
Target sequence (P55210 207-303 limits assumed): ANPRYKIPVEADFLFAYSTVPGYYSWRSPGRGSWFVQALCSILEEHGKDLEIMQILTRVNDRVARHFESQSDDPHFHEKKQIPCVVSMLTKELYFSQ
Caspase-1 inhib = allosteric or competitive inhibitors of human caspase-1. P29466. actives 0.03% (n = 75,000). Potency, µM (series often up to 57.5 µM), without a hit: top-dose activity change, negative = inhibition, hits mostly inhibitors. AID 900. Caspase-1 enzyme, Ac-WEHD-AFC fluorogenic rate;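 note: potency is the fitted concentration of half-maximal effect; plate controls were vehicle for no effect and no substrate for full effect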
Rhodamine fluor = compound fluoresces in the rhodamine spectral region; Rhodamine-region fluorescence, 547/598 nm, Tris buffer; hits give high values; max dye-equivalent concentration, M; actives 0.05% (n = 59,000); AID 594; in the data active = max dye-equivalent concentration above about 11 nM; inconclusive = between about 1.1 nM and that limit
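qHTS spectral profiling of compounds without any target or enzyme present, in pH 8.0 Tris buffer; plates were read after a 15-minute room-temperature incubation using the rhodamine-region filter set.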
Fluorescein fluor = compound autofluorescence in fluorescein spectral region; Compound autofluorescence, 480/540 nm, fluorescein-equivalent; hits give high values; max fluorescein-equivalent concentration, M; actives 0.91% (n = 59,000); AID 593; in the data active = max fluorescein-equivalent concentration above about 10 nM; inconclusive = between about 1.1 nM and that limit
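Values reflect compound autofluorescence, normalized to fluorescein on the same plate and reported at each tested concentration. Conditions: 100 mM Tris pH 8.0, room temperature, 15 min, excitation 480 nm, emission 540 nm.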
A350 autofl = A350 region autofluorescence; Compound autofluorescence, 340/450 nm, Alexa 350 dye-equivalents; hits give high values; max dye-equivalent concentration, M; actives 11% (n = 59,000); AID 590; in the data active = max dye-equivalent concentration above about 10 nM; inconclusive = mostly about 1.1 nM to 9.6 nM
The depositor's hits bear a star; i = inactive; ? = inconclusive; . = no result given; & = joins results of further samples; [ ] = remark or other dose. Unless noted, calls come from the whole dose curve; as a rule, active = well fitted curve in the direction sought with a large enough effect; inconclusive = small, poorly fitted or top-dose-only effect, or another doubt; inactive = no such curve, though single readings can be large; an effect the other way counts as inactive or inconclusive. Only part of the results is shown; the hit share may differ from the screen's.

Values run as follows: HEK293 cAMP ctrl	ERK AVP block	Texas Red fluor	4MU fluor	FLuc inh	Tau filament bind	Casp7 inh	Caspase-1 inhib	Rhodamine fluor	Fluorescein fluor	A350 autofl
> CCOc1cc(N2CCOCC2)c(OCC)cc1NC(=O)COC(=O)CCc1c[nH]c2ccccc12
    -10%	-27%	i	i	1%	-18%	-7%	-2%	i	i	i
> C/C(CC1(O)C(=O)N(C)c2ccccc21)=N\O (stereo not given)
    13%	2%	i	i	0%	-1%	1%	0%	i	i	i
> CCN1CCCC1Cn1c(-c2ccccc2)nc2c(NC3CCCCC3)nc(C)nc21 (stereo not given)
    20µM*	-30%	.	.	.	46%	-1%	1%	.	.	.
> CCCCNC(=O)OCCNC(=O)NC
    14%	10%	i	i	0%	-10%	0%	-2%	i	i	i
> O=C(Nc1ccc(Br)cc1F)C1CCN(c2nnc(-n3cccc3)s2)CC1
    6%	-8%	.	.	1%	35%	-4%	2%	.	.	.
> N#CC1=C(SCC(=O)NC2CC2)NC(=O)C(C#N)C12CCCCC2 (stereo not given)
    -5%	-17%	i	i	4%	13%	5%	1%	i	?	i
> COc1ccc2c(c1)CCc1c(C(=O)NCCCn3ccnc3)noc1-2
    24%	15%	i	i	-5%	-5%	1%	-3%	i	?	i
> COc1cc(CN2CCN(S(=O)(=O)c3ccc(F)cc3)CC2)cc(OC)c1OC
    1%	-5%	i	i	-1%	1%	-1%	1%	i	i	i
> CCOc1cc(NC(=O)c2ccco2)c(OCC)cc1NC(=O)Cc1cccc(OC)c1
    -9%	-17%	i	?	-1%	10µM*	-2%	-5%	i	i	?
> O=C(COC(=O)CCCc1c[nH]c2ccccc12)Nc1ccc2c(c1)OCO2
    29%	40µM*	i	i	1%	-14%	-3%	-1%	i	?	i

Printed as active in Tau filament bind, among the entries above:
SMILES,4MU fluor,FLuc inh,Tau filament bind,Casp7 inh,Caspase-1 inhib,Rhodamine fluor,A350 autofl
CCOc1cc(NC(=O)c2ccco2)c(OCC)cc1NC(=O)Cc1cccc(OC)c1,?,-1%,10µM*,-2%,-5%,i,?

(cont.)
Values run as follows: HEK293 cAMP ctrl	ERK AVP block	Texas Red fluor	4MU fluor	FLuc inh	Tau filament bind	Casp7 inh	Caspase-1 inhib	Rhodamine fluor	Fluorescein fluor	A350 autofl
> Nc1c2c(nc3ccn(Cc4ccccc4)c(=O)c13)CCC2
    0%	-26%	?	1.4e-08M*	-12%	83%	0%	-1%	i	i	?
> C=C(C)CSc1nnc2n(C)c(=O)c3c4c(sc3n12)CCC4
    .	.	i	?	1%[25.5 µM]	.	.	.	i	i	?
> Nc1nc2nccc(-c3ccc(Cl)cc3)n2n1
    2%	-8%	i	2.1e-06M*	?	1%	-1%	-1%	i	?	3.5e-06M*
> N#Cc1c2c(c(-c3ccco3)[nH]c1=O)CCCC2
    .	.	i	2e-08M*	3%[25.5 µM]	.	.	.	i	?	2.5e-08M*
> COCCNC(=O)c1c[nH]c2cc(OC)c(OC)cc2c1=O
    -5%	?	i	i	0%	-1%	-1%	-1%	i	?	i
> O=C1NC(c2cccs2)C(C(=O)c2ccccc2)C(O)(C(F)(F)F)N1 (stereo not given)
    6%[11.4 µM]	-9%	.	.	4%	0%[11.4 µM]	1%	-4%	.	.	.
> O=C(Nc1ccc2c(c1)OCO2)c1cncc(Br)c1
    .	.	i	i	-15%[25.5 µM]	.	.	.	i	i	i
> CCOC(=O)C(C)c1n[nH]c(=O)c2ccccc12 (stereo not given)
    4%	-17%	i	i	1%	3%	0%	2%	i	i	i
> Cc1ccc(C)c(N2CCN(C(=O)C3CCCN(S(=O)(=O)c4c(C)[nH]c(=O)[nH]c4=O)C3)CC2)c1 (stereo not given)
    -58%[inhibitor]	-15%	?	i	-3%	3%	-1%	0%	i	?	i
> N#CC1=C(N)N=C(SCc2ccccc2)C(C(N)=O)C12CCCCC2 (stereo not given)
    -4%	?	i	i	-1%	6.3µM*	-2%	-1%	i	?	i

Later entries:
Values run as follows: HEK293 cAMP ctrl	ERK AVP block	Texas Red fluor	4MU fluor	FLuc inh	Tau filament bind	Casp7 inh	Caspase-1 inhib	Rhodamine fluor	Fluorescein fluor	A350 autofl
> c1ccc(CSc2nnc(-c3cccs3)n2Cc2ccco2)cc1
    25µM*	-15%	?	i	-1%	17%	-1%	-2%	i	i	i
> CC(C)(C)NC(=O)NC(=O)COC(=O)Cn1c(C(F)(F)F)nc2ccccc21
    17%	3%	i	i	2%	13%	7%	1%	i	i	?
> c1ccc(CNc2ccc3c(c2)ncn3C2CCCCC2)nc1
    -3%	-11%	i	i	?	-27%	-2%	-6%	i	?	i
> CCCn1c(SCC(=O)Nc2nonc2C)nnc1-c1ccoc1C
    9%	9%	i	i	3%	-2%	2%	1%	i	i	i
> CCCCOc1ccc(C(=O)NCc2ccco2)cc1
    10%	5%	i	i	-9%	6%	-3%	-1%	i	i	i
> COc1ccc(OC)c(C2C(C(=O)c3sc(C)nc3C)=C(O)C(=O)N2CCN2CCOCC2)c1 (stereo not given)
    .	.	i	?	1%[25.5 µM]	.	.	.	i	i	?
> COc1cc(C(=O)NCc2nnc(SCC(=O)Nc3cc(C)cc(C)c3)o2)cc(OC)c1OC
    -8%	-6%	i	i	0%	-2%	1%	-2%	i	i	i
> COc1ccccc1C1/C(=C(\O)c2ccc3c(c2)OCCO3)C(=O)C(=O)N1CCCN(C)C (stereo not given)
    .	.	i	i	2%[25.5 µM]	.	.	.	i	i	i
> CCN(CC)C(=O)CSc1nc2ccc(NC(=O)CSc3nccn3C)cc2s1
    17%	19%	i	i	-7%	-6%	-2%	-3%	i	i	i
> Cc1ccc(N2C(=O)C3C4C=CC(C4)C3C2=O)cc1C (stereo not given)
    15%	2%	i	i	-4%	2%	-1%	-2%	i	i	?

More results:
Values run as follows: HEK293 cAMP ctrl	ERK AVP block	Texas Red fluor	4MU fluor	FLuc inh	Tau filament bind	Casp7 inh	Caspase-1 inhib	Rhodamine fluor	Fluorescein fluor	A350 autofl
> CN(C)CCCN=c1c2ccccc2n(C)c2[nH]c(=O)n(C)c(=O)c12
    -4%[11.4 µM]	17%[11.5 µM]	i	2.4e-08M*	4%[11.4 µM]	-2%[11.4 µM]	-3%[11.5 µM]	3%[11.5 µM]	i	i	2.7e-08M*
> CC(=O)c1ccc(N2CCN(C(=O)C3CCC3)CC2)cc1
    1%	6%	i	?	3%	4%	-1%	0%	i	?	?
> CC(=O)Nc1ccc(N)cc1
    6%	4%	.	.	.	-10%	1%	-1%	.	.	.
> Cc1cc(O)cc(O)c1C(=O)Cc1cscn1
    9%	?	i	i	0%	-7%	0%	0%	i	i	i
> Cc1ncsc1CCOC(=O)c1cccnc1
    9%	-13%	i	i	3%	7%	1%	-1%	i	?	i
> CCN1C(=O)C2C(c3cccc(F)c3)NC(CC)(C(=O)OC)C2C1=O (stereo not given)
    6%	-5%	?	i	2%	2%	3%	1%	i	i	i
> CCN(CC)C(=O)Oc1ccc2c(=O)c(-c3ccccc3)coc2c1
    ?	?	i	?	16µM*	14%	0%	-1%	i	i	?
> CCC1(CC)C(=O)N=C2c3ccccc3C(=O)N21
    2%	7%	i	i	1%	13%	0%	-6%	i	?	i
> CCc1nccn1S(=O)(=O)c1ccc(C)c(C)c1
    6%	1%	i	i	2%	-8%	0%	-2%	i	i	i
> Cn1c(C(=O)O)c(CC(=O)Nc2ccccc2F)c2ccccc21
    ?	15%	i	i	0%	9%	0%	-1%	i	i	i

New compounds follow.
Values run as follows: HEK293 cAMP ctrl	ERK AVP block	Texas Red fluor	4MU fluor	FLuc inh	Tau filament bind	Casp7 inh	Caspase-1 inhib	Rhodamine fluor	Fluorescein fluor	A350 autofl
> O=C(c1ccco1)N1CCN(C(=O)c2ccccc2Oc2ccccc2)CC1
    30%	-14%	?	i	1%	-6%	3%	0%	i	i	i
> COc1ccc2c(C)nc(Nc3nc(C)cc(C)n3)nc2c1
    .	.	i	?	1%[25.5 µM]	.	.	.	i	i	?
> CS(=O)(=O)N(CCc1ccccc1)CC(=O)NCc1cccnc1
    1%	-1%	i	i	1%	-16%	-1%	1%	i	?	i
> CCOC(=O)c1cc(OC(=O)c2cccs2)n(-c2ccccc2)n1
    2%	-15%	i	i	-1%	2%	0%	0%	i	?	i
> O=C(Nc1ccc(S(=O)(=O)N2CCC(C(=O)NC3CCCCC3)CC2)cc1)c1ccco1
    -3%	-3%	i	i	5%	33%	-1%	1%	i	i	i
> COc1ccc(-n2c3c(cc(C(=O)N4CCC(C)CC4)c2=O)C(=O)CC(C)(C)C3)cc1
    2%	3%	.	.	-1%	-3%	-1%	1%	.	.	.
> COc1ccc(CCNC(=O)C2CCN(S(=O)(=O)c3cnc[nH]3)CC2)cc1OC
    2%	31%[activator]	i	i	-1%	2%	-1%	0%	i	i	i
> COC(=O)c1ccc(OCC(O)CN2CCC(C)CC2)cc1 (stereo not given)
    1%	-20%	.	.	6%	5%	-2%	1%	.	.	.
> O=C1/C(=C/c2ccccc2)[C@@H](NC2CCCCC2)c2ccccc21
    18%[11.4 µM]	-27%[11.5 µM]	?	i	0%[11.4 µM]	-3%[11.4 µM]	-4%[11.5 µM]	0%[11.5 µM]	i	i	i
> CC(=O)Oc1ccccc1C(=O)O
    ?	-8%&13%	i	i	2%	-9%&11%&-10%	0%&3%	-1%&1%	i	?	i
> CCCOc1ccc(S(=O)(=O)NCc2ccc(OC)cc2)cc1
    ?	-1%	.	.	2%	-3%	0%	0%	.	.	.
